TRPV1 ag: agonists of human vanilloid receptor 1 (TRPV1). Q8NER1. TRPV1-expressing cells, Fluo-8 calcium influx, agonist mode. activation, % at 8.33 µM. hit rate 0.19% among 320,000; in the data active means activation above about 80%; inconclusive means between about 30% and that limit; further: 0% is about no effect
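TRPV1-expressing cells were cultured overnight at 35.5C and loaded with Fluo-8 calcium dye for 40 to 90 min at room temperature. After a 10 s baseline, compound was added and calcium influx was read kinetically for 3 min (ex 480/em 520 nm).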
CXXC DNA block: blocks binding of human MLL CXXC domain to DNA; Q03164; MLL-CXXC / FITC-HOXA9 DNA fluorescence polarization; Potency, µM (series often up to 115 µM), for inactives: top-dose activity change, negative = inhibition, actives largely listed as inhibitors; hit rate 0.037% among 290,000; AID 2662; active means well fitted inhibition curve with a large enough effect in the polarisation, with a control signal flat, not every such curve was filed as active; inconclusive means small, poorly fitted or top-dose-only effect, or effect the other way, or a change in a side signal; inactive means no such curve, though single readings can be large or run the other way; the % refers to the polarisation; further: potency means the concentration at half of the fitted maximal effect
Target sequence (Q03164 whole entry, looked up, the tested form may be a part): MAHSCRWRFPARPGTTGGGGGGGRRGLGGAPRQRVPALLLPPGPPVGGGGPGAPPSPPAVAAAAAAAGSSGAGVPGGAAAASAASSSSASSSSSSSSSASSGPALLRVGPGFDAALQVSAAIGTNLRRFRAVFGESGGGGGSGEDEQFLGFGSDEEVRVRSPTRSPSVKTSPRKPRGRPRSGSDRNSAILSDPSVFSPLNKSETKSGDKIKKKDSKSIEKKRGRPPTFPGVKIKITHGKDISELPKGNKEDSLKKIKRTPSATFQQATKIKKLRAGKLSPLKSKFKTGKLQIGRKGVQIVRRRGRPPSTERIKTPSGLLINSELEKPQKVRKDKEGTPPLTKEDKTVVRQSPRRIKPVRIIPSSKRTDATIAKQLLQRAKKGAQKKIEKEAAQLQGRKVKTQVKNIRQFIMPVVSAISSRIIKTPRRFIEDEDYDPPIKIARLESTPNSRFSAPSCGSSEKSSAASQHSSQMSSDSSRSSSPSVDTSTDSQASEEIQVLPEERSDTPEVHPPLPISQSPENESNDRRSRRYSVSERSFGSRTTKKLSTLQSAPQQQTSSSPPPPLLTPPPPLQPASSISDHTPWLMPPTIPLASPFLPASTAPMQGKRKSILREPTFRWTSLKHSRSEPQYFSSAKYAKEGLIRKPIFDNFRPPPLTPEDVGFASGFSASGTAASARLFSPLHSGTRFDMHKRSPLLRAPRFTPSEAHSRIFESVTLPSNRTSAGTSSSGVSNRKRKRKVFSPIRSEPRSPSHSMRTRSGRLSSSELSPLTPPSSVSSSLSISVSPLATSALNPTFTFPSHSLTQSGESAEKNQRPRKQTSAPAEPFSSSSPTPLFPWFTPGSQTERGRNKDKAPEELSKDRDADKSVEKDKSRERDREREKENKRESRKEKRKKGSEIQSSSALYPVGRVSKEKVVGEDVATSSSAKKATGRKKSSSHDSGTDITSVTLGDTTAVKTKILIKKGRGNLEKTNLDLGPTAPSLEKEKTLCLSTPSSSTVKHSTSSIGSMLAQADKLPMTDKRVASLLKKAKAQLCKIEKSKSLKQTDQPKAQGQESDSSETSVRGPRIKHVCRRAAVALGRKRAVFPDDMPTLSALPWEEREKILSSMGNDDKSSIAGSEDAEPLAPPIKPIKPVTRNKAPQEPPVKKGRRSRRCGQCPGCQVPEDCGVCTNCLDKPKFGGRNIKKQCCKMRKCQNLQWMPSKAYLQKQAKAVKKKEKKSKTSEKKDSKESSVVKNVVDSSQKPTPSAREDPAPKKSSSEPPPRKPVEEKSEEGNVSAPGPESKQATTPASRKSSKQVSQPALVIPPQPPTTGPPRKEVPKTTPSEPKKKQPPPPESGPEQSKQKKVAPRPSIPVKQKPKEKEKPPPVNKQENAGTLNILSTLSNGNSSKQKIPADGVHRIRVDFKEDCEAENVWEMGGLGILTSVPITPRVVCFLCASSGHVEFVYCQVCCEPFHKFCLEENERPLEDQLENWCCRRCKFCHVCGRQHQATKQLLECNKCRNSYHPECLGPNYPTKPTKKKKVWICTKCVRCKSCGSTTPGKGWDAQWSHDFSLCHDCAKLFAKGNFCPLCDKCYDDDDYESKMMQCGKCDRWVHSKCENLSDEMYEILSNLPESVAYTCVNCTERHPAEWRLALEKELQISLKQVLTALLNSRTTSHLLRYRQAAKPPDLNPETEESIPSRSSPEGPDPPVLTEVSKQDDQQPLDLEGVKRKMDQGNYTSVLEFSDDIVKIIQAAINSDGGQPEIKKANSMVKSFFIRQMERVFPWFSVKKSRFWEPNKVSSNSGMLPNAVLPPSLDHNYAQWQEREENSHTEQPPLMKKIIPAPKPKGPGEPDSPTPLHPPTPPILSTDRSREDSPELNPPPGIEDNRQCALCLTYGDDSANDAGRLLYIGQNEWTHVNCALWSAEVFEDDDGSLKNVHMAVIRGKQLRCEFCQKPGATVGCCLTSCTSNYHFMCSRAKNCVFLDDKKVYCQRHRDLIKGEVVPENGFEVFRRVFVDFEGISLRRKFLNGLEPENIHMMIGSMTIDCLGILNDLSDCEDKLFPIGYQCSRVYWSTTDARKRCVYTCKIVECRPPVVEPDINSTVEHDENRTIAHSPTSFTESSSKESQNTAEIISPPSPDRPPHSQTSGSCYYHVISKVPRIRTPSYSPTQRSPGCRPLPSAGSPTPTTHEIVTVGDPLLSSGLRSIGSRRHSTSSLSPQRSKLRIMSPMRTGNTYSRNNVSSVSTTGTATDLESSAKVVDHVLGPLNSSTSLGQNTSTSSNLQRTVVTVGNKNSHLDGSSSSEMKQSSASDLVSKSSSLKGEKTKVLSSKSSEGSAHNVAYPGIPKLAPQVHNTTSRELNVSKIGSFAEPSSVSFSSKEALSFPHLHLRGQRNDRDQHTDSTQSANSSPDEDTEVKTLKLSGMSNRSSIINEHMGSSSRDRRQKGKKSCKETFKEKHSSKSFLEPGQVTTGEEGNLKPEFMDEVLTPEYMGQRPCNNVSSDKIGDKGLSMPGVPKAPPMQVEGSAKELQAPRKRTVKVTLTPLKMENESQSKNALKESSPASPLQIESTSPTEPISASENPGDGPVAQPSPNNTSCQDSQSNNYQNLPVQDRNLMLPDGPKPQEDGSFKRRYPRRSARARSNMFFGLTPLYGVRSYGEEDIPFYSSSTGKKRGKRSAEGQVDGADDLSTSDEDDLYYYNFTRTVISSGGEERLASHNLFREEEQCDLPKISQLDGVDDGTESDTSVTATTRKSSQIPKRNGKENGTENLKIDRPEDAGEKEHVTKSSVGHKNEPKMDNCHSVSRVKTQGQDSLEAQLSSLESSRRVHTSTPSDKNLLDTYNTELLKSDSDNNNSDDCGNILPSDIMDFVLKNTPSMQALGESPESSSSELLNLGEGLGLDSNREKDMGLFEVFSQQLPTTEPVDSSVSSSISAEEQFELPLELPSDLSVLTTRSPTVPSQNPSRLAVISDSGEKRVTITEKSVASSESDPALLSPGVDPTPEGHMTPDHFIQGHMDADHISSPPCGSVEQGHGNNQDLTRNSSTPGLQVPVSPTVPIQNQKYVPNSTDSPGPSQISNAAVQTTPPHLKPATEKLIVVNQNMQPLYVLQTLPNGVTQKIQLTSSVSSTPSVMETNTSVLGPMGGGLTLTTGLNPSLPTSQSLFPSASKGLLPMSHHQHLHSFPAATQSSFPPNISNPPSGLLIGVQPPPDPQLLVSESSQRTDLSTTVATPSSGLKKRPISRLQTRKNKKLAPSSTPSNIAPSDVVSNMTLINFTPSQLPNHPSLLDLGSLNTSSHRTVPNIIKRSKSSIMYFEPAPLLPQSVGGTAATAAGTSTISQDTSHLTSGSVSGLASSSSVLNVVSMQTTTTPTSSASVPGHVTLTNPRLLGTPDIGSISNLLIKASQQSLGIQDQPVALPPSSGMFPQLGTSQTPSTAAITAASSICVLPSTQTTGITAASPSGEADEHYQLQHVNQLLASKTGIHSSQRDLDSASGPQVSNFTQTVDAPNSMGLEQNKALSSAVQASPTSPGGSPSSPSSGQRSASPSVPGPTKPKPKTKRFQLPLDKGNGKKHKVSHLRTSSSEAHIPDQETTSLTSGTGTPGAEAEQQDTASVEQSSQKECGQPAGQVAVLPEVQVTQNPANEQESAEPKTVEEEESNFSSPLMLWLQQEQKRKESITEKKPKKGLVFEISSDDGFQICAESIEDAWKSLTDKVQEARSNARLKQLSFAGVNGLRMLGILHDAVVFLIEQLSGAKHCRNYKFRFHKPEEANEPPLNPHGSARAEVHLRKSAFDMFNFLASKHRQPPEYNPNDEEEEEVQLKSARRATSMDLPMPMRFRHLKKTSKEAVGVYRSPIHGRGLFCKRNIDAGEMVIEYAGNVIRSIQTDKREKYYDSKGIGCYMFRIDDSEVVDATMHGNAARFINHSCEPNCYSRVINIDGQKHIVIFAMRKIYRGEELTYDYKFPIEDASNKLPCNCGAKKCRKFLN
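Steps: dispense CXXC domain solution (7 uM) → pin compounds or unlabeled HOX-A9 DNA control → 5 min ambient → add FLSN-HOX-A9 solution (50 nM) → spin → 30 min ambient → fluorescence polarization. Tris pH 7.5/NaCl/DTT/BSA buffer.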
ELG1 repair inh: blocks ELG1-dependent DNA repair in HEK293T cells; hit rate 2.3% among 330,000; AID 504467; HEK293T ELG1-luciferase reporter, luminescence, 16 h; DNA damage induced by 5-fluorouridine; Potency, µM (top dose mostly 46.1 µM), without a hit: at the top dose activity change, negative = inhibition, usual class: inhibitors; further: potency means the concentration at half of the fitted maximal effect; on the % scale 0 is the no-effect control and ±100 the full control effect; nearly all actives have a fitted effect of over 55% in size
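Quantitative HTS, concentration-response format. 2,000 cells/well co-treated with 5-fluorouridine and compound, 16 hr in 5% CO2 at 37 °C; ONE-Glo luminescence read after 30 min.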
B2AR arrestin: recruits beta-arrestin to the human beta2-adrenergic receptor; P07550; beta-arrestin recruitment to beta2AR, cell-based reporter; Potency, µM (top dose mostly 46.1 µM), for inactives: at the top dose activation, actives largely listed as activators; hit rate 0.02% among 330,000; AID 492947;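 further: potency means the concentration at half of the fitted maximal effect; 0% = DMSO controls and full agonism = EC100 isoproterenol or metaproterenol; nearly all actives have a fitted effect of over 65% in size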
Integrin act MD: integrin-mediated muscular dystrophy alleviation activation. hit rate 0.064% among 350,000. Potency, µM (doses to about 38.3 µM), inactives show top-dose activation, hits mostly activators. alpha7betagal myoblasts, beta-gal FDG fluorescence, 48 h;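 further: potency means the concentration at half of the fitted maximal effect; 100% = response of the positive control SU9516; nearly all actives have a fitted effect of over 60% in size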
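alpha7betagal+/- myoblasts (passage 13, 250/well) treated 48 h at 37C with compounds at 1:260 dilution of DMSO stock. Lysed, then beta-galactosidase activity read as FDG fluorescence (ex 480/em 540) after 30 min, with pre-read for autofluorescence.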
p53 reactivator: restores transcriptional activity of mutant p53 | Potency, µM (titrated, usually from 92.2 µM), for the others: at the top dose activity change, positive = activation, usual class: activators | H1299 p53-A138V BP100-luciferase reporter, luminescence, 24 h | hit rate 0.063% among 320,000; further: potency means the concentration at half of the fitted maximal effect; % of control where 0% means no effect; nearly all actives have a fitted effect of over 45% in size
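p53-null H1299 cells stably carrying temperature-sensitive p53-A138V and a BP100-luciferase reporter were pinned with compounds (4-point, 1:5 series) and held 24 hrs at 37 deg C. Luminescence was read 10 min after detection reagent.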
BRCA1 expr act: BRCA1 expression activation. hit rate 1.1% among 380,000. MCF7-BRCA1-FFLuc reporter, luminescence, 48 h; response scale: scaled: vehicle 0%, 10 µM genistein 100%. Potency, µM (top dose mostly 46.1 µM), inactives show at the highest dose activation, usual class: activators; further: potency means the concentration at half of the fitted maximal effect; nearly all actives have a fitted effect of over 80% in size; some results filed as inactive show a strong effect at the top dose
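First, MCF7-BRCA1-FFLuc cells (2000/well) attach for 2 h; next, compounds are pin-added and incubated 48 h at 37 °C; finally, luciferase reagent is added and luminescence read after 15 min.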
TSG101-PTAP inh: blocks PTAP/TSG101 interaction to inhibit HIV-1 budding; Potency, µM (series often up to 115 µM), inactives show at the highest dose activity change, negative = inhibition, usual class: inhibitors; 340,000 tested, under 10 active; Q99816; Fluorescence polarization, FITC-PTAP peptide / Tsg101 binding; active means well fitted inhibition curve with a large enough effect in the main read-out, with a control signal flat, not every such curve was filed as active; inconclusive means small, poorly fitted or top-dose-only effect, or effect the other way, or a change in a side signal; inactive means no such curve, though single readings can be large or run the other way; further: potency means the concentration at half of the fitted maximal effect; % of control where 0% means no effect
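Tsg101 binding domain (10 uM final) was mixed with compound and a FITC-labeled PTAP peptide (50 nM final) in HEPES pH 7.5 buffer with NaCl, Tween 20, EDTA and TCEP; fluorescence polarization was read after 20 min at r.t.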
TCR activator: activates T cell receptor signaling. Potency, µM (titrated, usually from 9.22 µM), for inactives: at the top dose activation of IL-2 secretion, most hits filed as activators. primary human leukocytes, anti-CD3, IL-2 HTRF, 48 h. 330,000 tested, under 10 active; further: % of control where 0% means no effect
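IL-2 produced over 48 hr by a-CD3 bead-stimulated primary human leukocytes exposed to compounds was detected with a homogeneous time-resolved FRET immunoassay, 665nm acceptor signal after 320nm excitation.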
A-T KAP1 phos: potential ataxia-telangiectasia treatments restoring KAP-1 phosphorylation; Potency, µM (top dose mostly 57.5 µM), inactives show top-dose activation, hits mostly activators; […] A-T fibroblasts, KAP-1 phosphorylation AlphaLISA; neocarzinostatin DNA damage 30 min before lysis; hit rate 0.19% among 320,000; AID 485349; further: potency means the concentration at half of the fitted maximal effect; % of control where 0% means no effect; nearly all actives have a fitted effect of over 45% in size
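hTERT-immortalized A-T patient fibroblasts ([…]), 500 cells/well in OPTI-MEM, 1% FBS, got compounds for 60 min, then NCS for 30 min at 37C. Lysates were then assayed for phospho-KAP-1 by AlphaLISA (anti-pKAP1 donor, anti-KAP1 acceptor beads), 6 hr at 25C.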
* = called active by the depositor; ? = inconclusive; / = not tested or not shown; & = joins results of further samples; [ ] = dose if it differs, or a comment. Unless noted, the call rests on the fitted dose curve; in most records, active means well fitted curve in the direction sought with a large enough effect; inconclusive means small, poorly fitted or top-dose-only effect, or another doubt; inactive means no such curve, though single readings can be large; an effect the other way counts as inactive or inconclusive.

SMILES	TRPV1 ag	CXXC DNA block	ELG1 repair inh	B2AR arrestin	Integrin act MD	p53 reactivator	BRCA1 expr act	TSG101-PTAP inh	TCR activator	A-T KAP1 phos
CC1=CCC2C(=O)N(c3cc(C)on3)C(=O)C2C1 (centres undefined)	-2	6%	?	-0.4%	5%	12%	5%	0%	0%[46.1 µM]	2%
CCCN(C(=O)c1cc(Cl)nc2ccccc12)c1c(N)n(Cc2ccccc2)c(=O)[nH]c1=O	-1	/	?	-0.4%	20%	-3%	2%	-1%	0%	0%
Cc1cc(-c2ccc(S(=O)(=O)N(C)c3ccc(C)c(C)c3)s2)on1	?	94%[activator]	-12%	-1.6%	-34%	-5%	-39%	2%	7%	-16%
CCOc1ccccc1C1N(c2ccc(OC)cc2)C(=O)C2CCCN21 (centres undefined)	/	2%	15%	-0.4%	20%	5%	3%	-1%	-21%	18%
Cc1cccc(Cn2c(SCCN3CCOCC3)nc3c2c(=O)n(C)c(=O)n3C)c1	3	-1%	?	0.3%	-9%	-5%	-33%	-1%	2%	10%
CC(O)CNc1nc2sc3c(c2c(=O)n1CCc1ccccc1)CCCCC3 (centres undefined)	?	-2%	-29%	-0.6%	-22%	?	26%	-4%	-7%[46.1 µM]	2%
Cc1[nH]c2ccccc2c1C(=O)C(=O)NCC1CCCO1 (centres undefined)	0	3%	0%	-0.1%	8%	6%	11%	0%	7%	5%
O=C(C1CCC1)N1CCc2cc(S(=O)(=O)NCc3cccnc3)ccc21	2	-5%	4%	-1.8%	-29%	-2%	-25%	-7%	-1%	-13%
O=C(COC(=O)Cc1ccccc1F)Nc1cccc(F)c1	?	-1%	4%	-0.2%	15%	5%	0%	4%	-4%	-3%
OC1=C(O)c2nc3ccccc3nc21	-2	-13%	3%	-0.4%	3%	?	-27%	-7%	-4%	3%
COc1ccccc1N1CCN(C2=NS(=O)(=O)c3ccccc32)CC1	10	-6%	5%	-0.1%	6%	3%	56%	2%	24%	0%
S=C(NCCCN1CCN(CCCNC(=S)NC2CCCCC2)CC1)NC1CCCCC1	/	/	/	/	-29%	/	-36%	-1%	0%	/
CCOC(=O)c1ccc(NC(=O)CSc2ccc(-c3ccccn3)nn2)cc1	4	0%	-1%	-0.2%	-13%	0%	-36%	1%	1%	22%
COc1cccc(-c2nc3ccccc3c(=O)n2NC(=O)c2cccnc2Cl)c1	-2	-4%	8%	0.0%	-10%	-3%	29%	-2%	1%[46.1 µM]	-4%
Cc1ncc(CO)c(/C=N/NC(=O)c2cc(O)c(O)c(O)c2)c1O	-5	-4%	9%	-0.1%	/	2%	/	/	/	-4%
Nc1c2nc(-c3ccccc3Cl)[nH]c(=O)c2nc(=O)n1-c1ccccc1	3	-9%	-19%	0.1%	-23%	5%	6%	-5%	-3%	4%
O=C(CCCn1c(SCC(=O)c2ccc(F)cc2)nc2ccccc2c1=O)NCc1ccco1	3	4%	-1%	-0.4%	-4%	?	-22%	-3%	4%	2%
O=C(CCCNS(=O)(=O)c1cccc2nsnc12)NCc1ccccc1	2	-2%	7%	0.1%	20%	3%	7%	-2%	4%	5%
O=C(NCCCn1ccnc1)c1cc2c(s1)CCCC2	2	-5%	-1%	-0.3%	6%	3%	1%	-6%	-7%	4%
CCOc1ccc(N2C(=O)CC(N3CCN(C4CCc5ccccc5C4)CC3)C2=O)cc1 (centres undefined)	-5	1%	-11%	0.4%	21%	-1%	6%	0%	5%	0%

Part of the list above in order of SMILES length, low to high:
SMILES	TRPV1 ag	CXXC DNA block	ELG1 repair inh	B2AR arrestin	Integrin act MD	p53 reactivator	BRCA1 expr act	TSG101-PTAP inh	TCR activator	A-T KAP1 phos
OC1=C(O)c2nc3ccccc3nc21	-2	-13%	3%	-0.4%	3%	?	-27%	-7%	-4%	3%
CC1=CCC2C(=O)N(c3cc(C)on3)C(=O)C2C1 (centres undefined)	-2	6%	?	-0.4%	5%	12%	5%	0%	0%[46.1 µM]	2%
COc1ccccc1N1CCN(C2=NS(=O)(=O)c3ccccc32)CC1	10	-6%	5%	-0.1%	6%	3%	56%	2%	24%	0%
O=C(C1CCC1)N1CCc2cc(S(=O)(=O)NCc3cccnc3)ccc21	2	-5%	4%	-1.8%	-29%	-2%	-25%	-7%	-1%	-13%
COc1cccc(-c2nc3ccccc3c(=O)n2NC(=O)c2cccnc2Cl)c1	-2	-4%	8%	0.0%	-10%	-3%	29%	-2%	1%[46.1 µM]	-4%
O=C(CCCn1c(SCC(=O)c2ccc(F)cc2)nc2ccccc2c1=O)NCc1ccco1	3	4%	-1%	-0.4%	-4%	?	-22%	-3%	4%	2%
CCCN(C(=O)c1cc(Cl)nc2ccccc12)c1c(N)n(Cc2ccccc2)c(=O)[nH]c1=O	-1	/	?	-0.4%	20%	-3%	2%	-1%	0%	0%

(listing goes on)
SMILES	TRPV1 ag	CXXC DNA block	ELG1 repair inh	B2AR arrestin	Integrin act MD	p53 reactivator	BRCA1 expr act	TSG101-PTAP inh	TCR activator	A-T KAP1 phos
O=C(NC(=S)Nc1ccc(N2CCOCC2)cc1)c1cncc(Br)c1	-2	0%	?	-0.5%	-1%	6%	6%	-3%	2%[46.1 µM]	-6%
CCOc1ccc(C2NC(=O)NC(C)=C2[N+](=O)[O-])cc1OC (centres undefined)	2	-8%	15%	-0.2%	-17%	-5%	0%	-5%	0%	-14%
O=S(=O)(/C=C/c1ccccc1)c1ccccc1	17	-8%	-8%	-0.2%	-20%	1%	-4%	-6%	4%	11%
CN(CC(=O)Oc1ccc(-c2nnco2)cc1)S(=O)(=O)c1ccc(F)cc1	3	/	10%	-0.3%	-4%	-5%	-12%	-3%	6%	-3%
Cc1ccc(S(=O)(=O)N2CCN(C(C)C)CC2)cc1	2	7%	1%	-0.2%	7%	15%	1%	-5%	2%	1%
O=C(O)CCCC(=O)N1CCc2cc(S(=O)(=O)NCc3ccccc3)ccc21	-3	0%	/	0.0%	11%	2%	18%&4%	-3%	7%	7%
CN(C)CCCN(C(=O)c1ccc(S(=O)(=O)N(C)Cc2ccccc2)cc1)c1nc2c(F)cccc2s1	3	12%	2%	-0.7%	-43%	?	-26%	-1%	-7%	7%
CCC(=O)Nc1ccc(C(=O)N/N=C/c2ccccc2[N+](=O)[O-])cc1	?	31%[activator]	-12%	0.1%	1%	-2%	3%	-3%	0%	-7%
COc1cccc(CN=C2Nc3ccccc3CS2)c1	1	7%	?	0.1%	-3%	25%	?	1%	4%	3%
COc1cccc(N(CC(=O)NCCSc2ccccn2)S(=O)(=O)c2ccccc2)c1	5	24%	?	-0.4%	26%	0%	-30%	-4%	-12%	4%
CC(C)C(NS(=O)(=O)c1ccccc1)C(=O)N1CCN(C(=O)c2ccco2)CC1 (centres undefined)	0	-9%	5%	-0.9%	32%	6%	-27%	2%	6%	7%
CCC1=NN2C(=N)/C(=C\c3cccn3-c3cccc(Cl)c3)C(=O)N=C2S1	20	9%	-16%	0.0%	5%	2%	-16%	-6%	-6%	1%
Cc1onc(-c2ccccc2)c1C(=O)NC(CC(=O)O)c1ccc(OC(C)C)cc1 (centres undefined)	/	-13%	-9%	-0.3%	-5%	2%	-2%	-5%	-3%	-4%
CCOCCCNC(=O)C(c1ccc(OC)cc1)N(Cc1cccs1)C(=O)c1ccccn1 (centres undefined)	2	-2%	-2%	-0.5%	-3%	0%	-13%	-3%	1%	2%
CCc1cc(=O)oc2cc(C)cc(OC(C)C(=O)NCc3ccncc3)c12 (centres undefined)	-2	11%	14%	-0.6%	-33%[inhibitor]	-3%	22%	5%	11%	4%
CC(C)c1ccc(NC2CCCN(C(=O)CCN3CCCCO3)C2)cc1 (centres undefined)	?	4%	-1%	-1.1%	-3%	3%	-3%	0%	-4%	3%
COc1cccc(-c2ccc(=O)n(CC(=O)Nc3ccc(C(=O)N4CCCC4)cc3)n2)c1	1	-14%	-12%	0.3%	8%	-2%	14%	-4%	1%	-2%
Cc1[nH]n(-c2ccc([N+](=O)[O-])cc2)c(=O)c1C=NCCc1c(C)[nH]c2ccccc12	0	11%	26µM*	-1.1%	-24%	2%	-58%	0%	-8%[46.1 µM]	3%
CCN(CC)S(=O)(=O)c1cccc(C(=O)OC2CCOC2=O)c1 (centres undefined)	0	-5%	?	-1.1%	-14%	0%	8%	-4%	9%	-7%
COc1cc2c(cc1OC)CN(c1ccc(-c3ccccc3OC)nn1)CC2	10	-1%	?	0.2%	0%	-13%	-57%	-3%	-4%	12%
CC(C)(C)OC(=O)N1CCCC(C(=O)Nc2cccc(C(=O)NCc3ccccc3)c2)C1 (centres undefined)	/	/	/	/	10%	/	5%	-8%	3%	/
